Source: PubChem BioAssay (several laboratories)
TcdB GH inh: TcdB glycohydrolase inhibitors, primary screen, biochemical, single point, plate reader; Toxin B (Clostridioides difficile), P18177; TcdB glycohydrolase enzymatic assay; inhibition, % at 9.99 µM; hit rate 0.24% among 350,000; in the data active = inhibition above about 10%
PfHsp40 rescue: rescue of yeast from PfHsp40 toxicity, primary screen, S. cerevisiae, ATP luminescence; growth rescue, % at 12.5 µM; hit rate 0.68% among 340,000; S. cerevisiae expressing PfHsp40, growth rescue; AID 504582, 2011; in the data active = growth rescue above about 28%, passing the limit was not always enough;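 note: yeast W303a lacking pdr1 and pdr3 grown in galactose medium; growth measured after three days at 30 °C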
BH1578 lux ind: inducers of Vibrio cholerae quorum light production without autoinducers, primary screen, BH1578 luxS cqsA deficient, single point | activation, % at 18.7 µM | hit rate 0.16% among 350,000 | V. cholerae BH1578 lux reporter, luminescence, 6 h | AID 588436, 2011; in the data active = activation mostly above about 9.7%, no sharp cut-off; note: not every result past the cut was called active; inactives centre near 0; reference of the scale not given here
FadD28 FP inh: inhibitors of FadD28 bisubstrate probe binding, primary screen, biochemical, fluorescence polarization, single point; Mycobacterium tuberculosis FadD28 fatty-acid-AMP ligase; inhibition, % at 12.5 µM; hit rate 0.22% among 360,000; in the data active = inhibition above about 8.5%, passing the limit was not always enough
Y pestis TopoI: Yersinia pestis topoisomerase I inhibitors, primary screen, biochemical, cleavage product accumulation, plate reader, single point | DNA topoisomerase I (Yersinia pestis CO92) | Y. pestis Topo-I cleavage product accumulation | activity, % at 10 µM | hit rate 0.064% among 360,000; in the data active = activity above about 50%, passing the limit was not always enough; note: inactives centre near 2
BioA inh: M. tuberculosis BioA enzyme inhibitors, primary screen, biochemical, plate reader, single point, HTS | 7,8-diaminopelargonic acid synthase BioA (Mycobacterium tuberculosis) | purified M. tuberculosis BioA enzyme | inhibition, % at 9.99 µM | hit rate 0.096% among 360,000 | AID 602481, 2012; in the data active = inhibition above about 40%
UGM FP inh: M. tuberculosis UGM enzyme inhibitors, primary screen, biochemical, fluorescence polarization, single point; UDP-galactopyranose mutase (Mycobacterium tuberculosis (strain ATCC 25618 / H37Rv)), …; purified UGM, fluorescence polarization probe displacement; inhibition, % at 10 µM; hit rate 0.06% among 320,000; in the data active = inhibition above about 10%, passing the limit was not always enough
Target sequence (P9WIQ1 whole entry, looked up): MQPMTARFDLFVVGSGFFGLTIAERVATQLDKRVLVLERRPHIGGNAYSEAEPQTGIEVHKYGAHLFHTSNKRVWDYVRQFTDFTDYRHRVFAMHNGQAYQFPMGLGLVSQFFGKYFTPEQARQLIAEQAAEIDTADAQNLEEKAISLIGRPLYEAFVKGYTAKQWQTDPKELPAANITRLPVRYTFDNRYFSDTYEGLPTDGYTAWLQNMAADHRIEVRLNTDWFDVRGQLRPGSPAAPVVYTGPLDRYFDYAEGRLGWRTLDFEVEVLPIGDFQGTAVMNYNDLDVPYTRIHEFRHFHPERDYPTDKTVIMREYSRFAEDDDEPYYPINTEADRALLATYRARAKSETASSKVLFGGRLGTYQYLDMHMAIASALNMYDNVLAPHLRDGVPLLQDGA
GDH-TPI counter: GDH-TPI coupling enzyme inhibitors, primary screen, artefact control for M. tuberculosis FBA inhibitor project, biochemical, absorbance, full deck; GDH-TPI coupled enzyme counterscreen, NADH absorbance; inhibition, % at 4.8 µM; hit rate 1.2% among 360,000; in the data active = inhibition above about 30%;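 note: 0% = DMSO wells and 100% = wells lacking the enzyme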
FBA Mtb inh: Mtb FBA enzyme inhibitors, primary screen, biochemical, fluorescence, strain H37Rv | Fructose-bisphosphate aldolase (Mycobacterium tuberculosis (strain ATCC 25618 / H37Rv)), … | purified M. tuberculosis FBA, fluorescence read-out | inhibition, % at 1 µM | hit rate 2.3% among 360,000 | AID 588726, 2011; in the data active = inhibition above about 27%;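 note: 0% = vehicle and 100% = reference inhibitor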
Target sequence (P9WQA3 whole entry, looked up): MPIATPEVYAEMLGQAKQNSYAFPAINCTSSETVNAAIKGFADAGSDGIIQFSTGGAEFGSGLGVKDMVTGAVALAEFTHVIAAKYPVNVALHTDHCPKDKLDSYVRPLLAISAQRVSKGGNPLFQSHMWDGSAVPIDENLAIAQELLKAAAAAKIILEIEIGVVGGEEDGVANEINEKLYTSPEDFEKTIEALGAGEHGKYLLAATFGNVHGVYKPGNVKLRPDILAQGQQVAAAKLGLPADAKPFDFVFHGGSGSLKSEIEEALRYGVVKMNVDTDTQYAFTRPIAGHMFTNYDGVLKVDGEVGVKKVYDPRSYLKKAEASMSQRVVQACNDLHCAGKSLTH
The depositor's hits bear a star; i = inactive; x = not tested or not shown; & = joins results of further samples.

SMILES | TcdB GH inh | PfHsp40 rescue | BH1578 lux ind | FadD28 FP inh | Y pestis TopoI | BioA inh | UGM FP inh | GDH-TPI counter | FBA Mtb inh
CCOc1ccc(C(=O)NCC(=O)N2CCCCCCC2)cc1 | 0.6 | 1.0 | -1.0 | 1.6 | -4 | -3.2 | -0.9 | 10 | 5
CCOn1c(=O)c(-c2ccc(C)cc2)[n+]([O-])c2ccccc21 | 0.5 | 0.4 | -8.3 | -1.0 | -2 | -0.8 | 1.1 | 25 | 0
Cc1cc(C(=O)COc2ccc(C#N)cc2)c(C)n1CC1CCCO1 (stereo unspecified) | 0.0 | x | -0.6 | -1.2 | 6 | -0.9 | -1.8 | 16 | 0
COc1cccc(/C=C2\SC(=O)N(CCC(=O)NC3CCS(=O)(=O)C3)C2=O)c1 (stereo unspecified) | -0.4 | -0.9 | i | -3.8 | 1 | -1.3 | -0.9 | 27 | -3
O=C(NNC(=O)C1CC(=O)N(Cc2ccccc2)C1)c1ccc(Br)cc1 (stereo unspecified) | 1.2 | 1.4 | -0.7 | -1.7 | 11 | 0.0 | 0.7 | -1 | -2
COc1cc(CCCN2C(N)=NC[C@@H]2Cc2ccccc2)cc(OC)c1OC | x | 0.8 | -0.3 | -4.2 | 4 | 9.2 | -1.6 | -18 | 2
CCOC(=O)c1cncc(C(=O)O)c1 | x | -0.7 | -0.4 | -2.4 | -7 | -0.4 | 1.9 | -19 | -2
COc1ccc(S(N)(=O)=O)cc1C(=O)NNC(=O)C1COc2ccccc2O1 (stereo unspecified) | -9.7 | -1.2 | i | -0.7 | -7 | -3.1 | 2.1 | 4 | 5
CCOC(=O)CCP(=O)(O)C(O)(c1ccccc1)c1ccccc1 | x | 0.4 | i | -3.8 | -7 | x | 2.2 | -3 | -3
CCOc1ncccc1C(=O)OCC(=O)NCCc1ccc(S(N)(=O)=O)cc1 | 1.0 | 2.1 | i | -2.1 | -9 | -0.5 | 2.8 | -7 | 2
Cn1nnc(NC(=S)NC(=O)/C=C/c2ccco2)n1 | -1.4 | -0.6 | 0.0 | 4.0 | -5 | x | 0.1 | 10 | 7
CC(=O)Cn1ncc(N(C)Cc2ccccc2)c(Cl)c1=O | 0.8 | -1.2 | i | -3.7 | 4 | x | -0.6 | 7 | -1
Cc1[nH]c2ccccc2c1C(=O)C(=O)N1c2ccccc2CC1C (stereo unspecified) | 2.3 | -0.3 | i | -7.1 | 11 | 2.7 | -1.7 | 15 | -3
CC1(C(=O)NS(=O)(=O)C2CC2)CCCN(C(=O)CSc2ccccc2)C1 (stereo unspecified) | -0.1 | x | i | -3.4 | 1 | 0.6 | x | -12 | -3
CCCn1c2ccc(F)cc2c2nnc(SCCN3CCOCC3)nc21 | 1.1 | -0.5 | 0.6 | -2.0 | 7 | 4.3 | -3.6 | 4 | -2
C#Cc1ccc(CN2CCN(CCc3ccccc3)C(CCO)C2)cc1 (stereo unspecified) | 0.2 | -0.8 | i | -3.4 | 3 | 0.7 | -2.3 | 12 | 1
C[C@H](CO)N1C[C@H](C)[C@@H](CN(C)CC2CC2)Oc2c(NC(=O)C3CC3)cccc2C1=O | -6.5&-0.3 | -1.0 | i | 0.6 | 8 | -2.7&0.8 | x | 6 | 0
Cc1ccccc1NC(=O)C(=Cc1ccc(C(=O)O)cc1)C(=O)Nc1ccccc1C | -1.0 | -0.1 | -0.5 | 2.5 | 2 | x | x | -1 | -5
COC(=O)c1sc2nc(CN3CCOCC3)nc(N3CCOCC3)c2c1C | 0.2 | 0.4 | 0.7 | -2.0 | 2 | 3.1 | 0.1 | 20 | 3
Cc1cc(NS(=O)(=O)c2ccc(NC(=O)COc3ccc(Br)cc3)cc2)nc(C)n1 | 1.6 | -2.1 | -0.4 | -3.7 | 7 | 1.1 | 0.9 | 3 | -2
CC(C)[C@H](NC(=O)[C@@H]1Cc2ccccc2CN1C(=O)OC(C)(C)C)C(=O)NCC1CCCO1 (stereo partly specified) | 0.5 | 0.0 | i | 1.3 | -2 | -3.5 | -5.0 | 5 | 3
CN(C(=O)CN1CCN(c2cc(-c3ccc(OCc4ccccc4)cc3)ncn2)CC1)c1ccccc1 | 1.2 | x | i | -2.2 | 33 | -1.7 | x | 8 | -1
Cc1ccccc1C(=O)OC1OC(=O)C(Cl)=C1Nc1ccc(C(=O)O)cc1 (stereo unspecified) | -2.1 | 1.9 | -0.6 | -3.2 | 11 | x | 1.3 | 6 | 1
CC(C)n1c(O)c(N=NC(=O)CNC(=O)c2cccnc2)c2ccccc21 | 0.4 | 0.5 | i | 0.2 | 2 | 16 | -1.7 | 22 | -1
CCOC(=O)N1CCN(C(=O)/C=C/c2c(C)nn(-c3ccc(F)cc3)c2Cl)CC1 | 1.8 | 0.1 | i | -3.2 | 8 | x | x | 5 | 0
CC(C)CN1C(=O)c2ccc(C(=O)Nc3c[nH]c(=O)[nH]c3=O)cc2C1=O | 1.0 | -1.2 | i | -2.6 | 9 | -0.9 | 1.0 | 0 | -2
COc1ccc(NC(=O)COC(=O)c2ccc([N+](=O)[O-])o2)cc1Cl | -1.1 | -0.6 | -0.3 | -2.1 | -19 | x | 3.5 | -3 | -2
CN(Cc1ccco1)C(=O)CN1C(=O)NC2(CCCCC2)C1=O | -0.9 | 0.9 | 0.0 | -3.7 | 1 | 2.3 | -0.6 | 4 | -1
CCN1C(=O)/C(=c2\sc3nc(=O)c(Cc4ccccc4)nn3c2=O)c2ccccc21 | 0.7 | -1.1 | -0.7 | -0.7 | 0 | x | 0.7 | 6 | -1
COc1ccc(NC(=O)COc2ccc3c(C)cc(=O)oc3c2)cc1S(=O)(=O)N1CCCCC1 | 0.8 | -0.2 | i | -2.0 | 3 | x | x | 4 | 22

A stretch from further up:
SMILES | TcdB GH inh | PfHsp40 rescue | BH1578 lux ind | FadD28 FP inh | Y pestis TopoI | BioA inh | UGM FP inh | GDH-TPI counter | FBA Mtb inh
C#Cc1ccc(CN2CCN(CCc3ccccc3)C(CCO)C2)cc1 (stereo unspecified) | 0.2 | -0.8 | i | -3.4 | 3 | 0.7 | -2.3 | 12 | 1
C[C@H](CO)N1C[C@H](C)[C@@H](CN(C)CC2CC2)Oc2c(NC(=O)C3CC3)cccc2C1=O | -6.5&-0.3 | -1.0 | i | 0.6 | 8 | -2.7&0.8 | x | 6 | 0
Cc1ccccc1NC(=O)C(=Cc1ccc(C(=O)O)cc1)C(=O)Nc1ccccc1C | -1.0 | -0.1 | -0.5 | 2.5 | 2 | x | x | -1 | -5

(next part)
SMILES | TcdB GH inh | PfHsp40 rescue | BH1578 lux ind | FadD28 FP inh | Y pestis TopoI | BioA inh | UGM FP inh | GDH-TPI counter | FBA Mtb inh
COc1ccc(NC(=O)COc2cccc3c2CCN(Cc2cccnc2)C3=O)cc1 | 1.6 | 1.0 | -0.5 | -3.5 | 14 | 5.4 | 6.3 | 0 | -1
CCN(c1ccc(Cl)cc1)S(=O)(=O)c1nnc(NC(=O)C(C)C)s1 | 0.3 | -1.5 | -15 | -1.3 | 3 | -0.5 | 4.7 | 10 | 2
O=S(=O)(NCc1ccccn1)c1ccccn1 | 1.3 | -1.1 | 0.5 | -1.0 | 3 | 0.6 | -0.2 | 4 | -2
O=C(Nc1cc(Cl)ccc1Oc1ccccc1)c1ccccc1F | x | 1.6 | -0.6 | -2.8 | 22 | x | 0.3 | 4 | 0
COc1ccc([C@H]2C[C@@H](n3cc(C4CC4)nn3)[C@H](O)CN2Cc2cccs2)cc1 | 0.1 | x | i | -3.2 | 16 | 0.6 | x | 3 | 0
CCOc1cc(CNCCc2ccccc2)ccc1OCC(=O)NC(C)(C)C | x | -1.8 | -0.7 | -1.7 | 8 | -1.3 | 0.1 | -1 | 2
O=C(O)COCC(=O)Nc1ccccc1-c1ccccc1 | 1.4 | 0.1 | -0.4 | 0.4 | -9 | x | 0.2 | 5 | 9
CN1CCN(CCNC(=O)c2cn(Cc3ccccc3F)nn2)CC1 | -0.3 | -0.6 | -0.4 | -2.2 | -4 | x | 1.2 | 5 | 2
CCc1nc2sc3c(c2c(=O)o1)CCCC3 | x | 0.0 | -1.1 | 3.9 | -6 | x | -0.9 | 3 | -2
O=C(O)/C(=C/c1ccco1)NC(=O)c1ccc(Br)o1 | -0.2 | -1.9 | -0.8 | -0.7 | -11 | 1.5 | 0.5 | 8 | -3
Cc1nnc(SCC(=O)Nc2ccc(Cl)cn2)[nH]c1=O | x | -1.2 | -0.5 | 0.4 | -6 | -0.7 | -2.0 | 1 | -1
CCc1noc(C)c1C(=O)OC(C)C(=O)Nc1ccccc1OC (stereo unspecified) | 1.8 | 0.0 | -0.7 | -4.2 | 4 | 1.1 | -0.8 | -2 | 0
CCN(CC)c1ccc(/C=N/NC(=O)C2CC2)cc1 | 0.7 | 5.9 | 1.9 | -3.0 | 0 | -1.0 | 2.3 | 19 | 17
COc1ccc(C2/C(=C(/O)c3ccc(C)cc3)C(=O)C(=O)N2C)cc1 (stereo unspecified) | x | -1.2 | -0.2 | 1.3 | 4 | 0.3 | 4.2 | 32* | -1
Cc1cc(C)nc(SCc2ccc(C(=O)N/N=C/c3cccnc3)cc2)n1 | x | -1.1 | i | -6.4 | 2 | x | 3.2 | -5 | 7
CCSc1nc(=S)n(CC)c(C)c1C(C)=O | x | 0.9 | i | -3.8 | 2 | 0.3 | 2.1 | 14 | 0
Cc1cccc(C(=O)NC2CCN(C(=O)Nc3ccccc3C)CC2)c1 | 0.3 | 0.2 | i | 0.7 | 3 | x | 0.9 | -5 | 2
CCc1nc(N)c(C#N)c(-c2ccco2)c1C | x | -0.3 | -0.6 | -4.1 | 1 | -1.4 | 1.2 | 6 | 9
Cc1ccc(SCCC(=O)NCc2ccncc2)cc1 | 0.1 | -1.1 | -0.4 | -2.1 | 2 | x | -0.8 | 1 | 5
O=C(COc1ccc(Cl)cc1Cl)c1ccc[nH]1 | 3.4 | -0.4 | -0.4 | -4.5 | 0 | 1.0 | 1.7 | 1 | -5
NC(c1ccccc1)c1csc(NC(=O)Nc2ccc(OC(F)(F)F)cc2)n1 (stereo unspecified) | 0.6 | x | 0.6 | -3.0 | -6 | -0.6 | x | 10 | 2
Cc1cccc(-c2nc(C#N)c(NCc3ccco3)o2)c1 | -0.8 | 1.8 | i | -2.9 | 0 | 2.6 | 1.3 | 5 | 48*
Cc1cccc(OCC(=O)NNC(=O)Nc2cccc(Cl)c2)c1C | x | -1.5 | i | -2.8 | 4 | 1.7 | 0.1 | 8 | -9
O=C(Oc1ccccc1C(=O)N1CCOCC1)c1ccc(Br)cc1 | x | 1.0 | -3.5 | -6.5 | 6 | 3.0 | -1.1 | -2 | 0
CC12CN3CC(C)(CN(C1)C3c1ccc(Cl)cc1Cl)C2=O (stereo unspecified) | 0.5 | -0.5 | 0.6 | 0.5 | 4 | -4.2 | -0.6 | -7 | 4
COc1ccc(C(=O)CSc2nc(N)nc(SC)c2C#N)cc1 | x | 1.0 | 11 | -1.2 | -3 | x | -2.8 | -2 | 0
COc1cc(NC(=O)c2ccc([N+](=O)[O-])cc2)ccc1NC(=O)C(C)C | 1.6 | 1.2 | 0.4 | -2.5 | -14 | x | -5.6 | -1 | -10

Looked up one by one from the entries so far, three records:
SMILES | TcdB GH inh | PfHsp40 rescue | BH1578 lux ind | FadD28 FP inh | Y pestis TopoI | BioA inh | UGM FP inh | GDH-TPI counter | FBA Mtb inh
Cc1ccc(SCCC(=O)NCc2ccncc2)cc1 | 0.1 | -1.1 | -0.4 | -2.1 | 2 | x | -0.8 | 1 | 5
O=C(Oc1ccccc1C(=O)N1CCOCC1)c1ccc(Br)cc1 | x | 1.0 | -3.5 | -6.5 | 6 | 3.0 | -1.1 | -2 | 0
COc1ccc(C(=O)CSc2nc(N)nc(SC)c2C#N)cc1 | x | 1.0 | 11 | -1.2 | -3 | x | -2.8 | -2 | 0
